BoNT-F LC inh: BoNT/F light chain protease inhibitors, primary screen, biochemical, flow cytometry, MLPCN library; Botulinum neurotoxin type F light chain protease (Clostridium botulinum); Multiplex microsphere protease cleavage assay; inhibition, % at 10 µM; 0.22% of 360,000 active; AID 588497, 2011; in the data active = inhibition above about 35%, passing the limit was not always enough; inconclusive = no clear call, values can overlap the other calls; note: plate controls were buffer without enzyme for full effect and enzyme alone for no effect
BoNT A protease: BoNT/A light chain protease inhibitors, primary screen, biochemical, flow cytometry, MLPCN library | Botulinum neurotoxin type A light chain protease (Clostridium botulinum A str. ATCC 3502) | multiplex microsphere protease substrate cleavage | inhibition, % at 10 µM | 0.17% of 360,000 active; note: plate controls were buffer without enzyme for full effect and enzyme alone for no effect
FadD28 FP inh: inhibitors of FadD28 bisubstrate probe binding, primary screen, biochemical, fluorescence polarization, single point. Mycobacterium tuberculosis FadD28 fatty-acid-AMP ligase. inhibition, % at 12.5 µM. 0.22% of 360,000 active; in the data active = inhibition above about 8.5%, passing the limit was not always enough; inconclusive = no clear call, values can overlap the other calls
Anthrax LF inh2: Bacillus anthracis LF protease inhibitors, primary screen, biochemical, multiplex microsphere, MLPCN library. Lethal factor (Bacillus anthracis), P15917. multiplex microsphere protease cleavage assay. inhibition, % at 10 µM. 0.12% of 360,000 active. AID 588501, 2011; note: plate controls were buffer without enzyme for full effect and enzyme alone for no effect
UGM FP inh: M. tuberculosis UGM enzyme inhibitors, primary screen, biochemical, fluorescence polarization, single point; 0.06% of 320,000 active; inhibition, % at 10 µM; UDP-galactopyranose mutase (Mycobacterium tuberculosis (strain ATCC 25618 / H37Rv)), …; AID 504406, 2011; purified UGM, fluorescence polarization probe displacement; in the data active = inhibition above about 10%, passing the limit was not always enough; inconclusive = no clear call, values can overlap the other calls
Target sequence (P9WIQ1 whole entry, looked up): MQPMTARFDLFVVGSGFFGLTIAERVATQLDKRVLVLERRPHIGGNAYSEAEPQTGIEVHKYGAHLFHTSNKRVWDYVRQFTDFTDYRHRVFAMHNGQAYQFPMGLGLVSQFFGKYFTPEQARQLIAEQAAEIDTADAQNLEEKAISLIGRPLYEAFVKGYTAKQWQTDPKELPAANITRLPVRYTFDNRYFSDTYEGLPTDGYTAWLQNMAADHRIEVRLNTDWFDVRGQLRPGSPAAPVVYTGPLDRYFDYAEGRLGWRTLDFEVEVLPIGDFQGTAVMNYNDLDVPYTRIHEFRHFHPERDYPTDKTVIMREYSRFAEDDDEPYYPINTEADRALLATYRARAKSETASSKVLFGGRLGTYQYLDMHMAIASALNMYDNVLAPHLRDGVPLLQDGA
PfHsp40 yeast: rescue of yeast from PfHsp40 toxicity, primary screen, S. cerevisiae, ATP luminescence. 0.68% of 340,000 active. growth rescue, % at 12.5 µM. S. cerevisiae expressing PfHsp40, growth rescue; in the data active = growth rescue above about 28%, passing the limit was not always enough; inconclusive = no clear call, values can overlap the other calls;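 note: yeast W303a lacking pdr1 and pdr3 grown in galactose medium; growth measured after three days at 30 °C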
FBA Mtb inh: Mtb FBA enzyme inhibitors, primary screen, biochemical, fluorescence, strain H37Rv; Fructose-bisphosphate aldolase (Mycobacterium tuberculosis (strain ATCC 25618 / H37Rv)), …; purified M. tuberculosis FBA, fluorescence read-out; inhibition, % at 1 µM; 2.3% of 360,000 active; AID 588726, 2011; in the data active = inhibition above about 27%;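 note: 0% = vehicle and 100% = reference inhibitor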
Target sequence (P9WQA3 whole entry, looked up): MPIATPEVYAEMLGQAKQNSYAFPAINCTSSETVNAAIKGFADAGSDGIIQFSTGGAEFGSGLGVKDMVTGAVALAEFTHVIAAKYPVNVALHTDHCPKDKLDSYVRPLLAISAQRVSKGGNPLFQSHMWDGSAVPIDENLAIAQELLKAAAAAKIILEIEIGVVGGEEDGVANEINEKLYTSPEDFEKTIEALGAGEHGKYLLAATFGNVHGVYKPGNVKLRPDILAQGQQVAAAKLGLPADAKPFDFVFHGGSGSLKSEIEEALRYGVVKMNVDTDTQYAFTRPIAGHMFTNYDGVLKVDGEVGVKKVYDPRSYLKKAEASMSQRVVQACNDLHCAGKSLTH
GDH-TPI inh: GDH-TPI coupling enzyme inhibitors, primary screen, artefact control for M. tuberculosis FBA inhibitor project, biochemical, absorbance, full deck; GDH-TPI coupled enzyme counterscreen, NADH absorbance; inhibition, % at 4.8 µM; 1.2% of 360,000 active; AID 588335, 2011; in the data active = inhibition above about 30%;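 note: 0% = DMSO wells and 100% = wells lacking the enzyme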
BioA inh: M. tuberculosis BioA enzyme inhibitors, primary screen, biochemical, plate reader, single point, HTS. 7,8-diaminopelargonic acid synthase BioA (Mycobacterium tuberculosis). AID 602481, 2012. inhibition, % at 9.99 µM. 0.096% of 360,000 active. purified M. tuberculosis BioA enzyme; in the data active = inhibition above about 40%; inconclusive = no clear call, values can overlap the other calls
The depositor's hits bear a star; ? = inconclusive; . = no result given. Cut-off read from the data, not from the text of the source, unless noted: active = inhibition above about 30%; inconclusive = no clear call, values can overlap the other calls; inactive = below that. Rows are unselected. About 4.7% of those tested had a hit in this group.

#	canonical_smiles	BoNT-F LC inh	BoNT A protease	FadD28 FP inh	Anthrax LF inh2	UGM FP inh	PfHsp40 yeast	FBA Mtb inh	GDH-TPI inh	BioA inh
1	COc1ccc(Nc2nc3ccc(C)cn3c(=O)c2/C=N/O)cc1	1	-1.2	0.5	-1	0.4	-1.0	5	20	-9.4
2	COc1ccccc1CN(C)C(=O)CSc1nnc(C2CC2)n1C1CC1	-10	-0.8	-0.6	-6	4.2	0.4	2	6	-0.8
3	COc1ccc(N2C(=O)CC(n3cnc4ccccc43)C2=O)cc1 (configuration not stated)	1	?	1.0	1	-3.2	0.7	-4	9	1.8
4	O=C(NCc1cc([N+](=O)[O-])ccc1O)c1cccc(NS(=O)(=O)c2ccccc2)c1	9	2.0	1.1	3	5.9	1.4	-2	8	0.6
5	O/C(=C\c1ccc2ccccc2n1)c1ccc(O)cc1O	-3	-2.2	0.8	-2	-5.3	-0.5	-3	21	-3.1
6	O=C(Nc1nc(-c2ccc(S(=O)(=O)N3CCCCCC3)cc2)cs1)c1ccccc1	-12	-0.6	0.5	0	0.7	1.0	-1	6	-3.6
7	CCOc1ccc(NC(=O)c2ccc(Br)o2)c([N+](=O)[O-])c1	-8	0.4	1.8	3	-1.7	-1.0	2	17	-2.3
8	CC(=O)c1cccc(NC(=O)CC2CCCC2)c1	0	0.8	-1.3	1	1.0	0.9	3	-7	1.3
9	Cc1ccc(S(=O)(=O)N2CCN(C(=O)C(F)(F)F)C2c2ccc(N(C)C)cc2)cc1 (configuration not stated)	13	1.8	-2.9	-1	-0.5	-1.4	-5	2	-1.0
10	CCOCCc1nnc(NC(=O)C2CC(=O)N(c3ccc(OCC)cc3)C2)s1 (configuration not stated)	4	-1.0	-3.0	-1	2.3	1.3	-1	-10	-0.9
11	COc1ccc(CCNC(=O)CSCc2ccc([N+](=O)[O-])cc2)cc1OC	0	0.3	-3.1	-1	0.0	-0.9	-4	-7	.
12	COc1ccc(-c2nc(CS(=O)CC(=O)NCc3ccc(C)cc3)c(C)o2)cc1OC (configuration not stated)	5	-0.2	-1.7	-2	-0.9	1.4	10	12	0.8
13	O=C(CCc1nnc2ccc(N3CCCC3)nn12)Nc1cc(F)ccc1F	-12	-4.0	0.3	-2	3.2	0.0	0	14	2.0
14	CCN(C(=O)CSc1nc2scc(-c3ccccc3)c2c(=O)n1C)C1CCS(=O)(=O)C1 (configuration not stated)	28	0.0	-0.2	-1	3.5	-0.3	0	0	-1.4
15	CCOC(=O)c1c(NC(=O)CSc2nnc(Cc3ccccc3)o2)sc(C)c1C	1	-0.1	-4.6	-5	-0.2	3.2	-3	2	-0.3
16	CCN(CC(=O)NCc1cccs1)CC(=O)Nc1c(Cl)ccc(C)c1Cl	-10	-1.0	-4.0	-7	-0.4	-1.0	-2	2	0.0
17	CCCn1cc(S(=O)(=O)c2ccc(C)cc2)c(=O)c2cc(OCC)ccc21	-2	-1.7	-2.2	2	-0.6	0.8	4	6	0.3
18	O=C(c1ccc(S(=O)(=O)Nc2ccccc2F)cc1)N1CCN(c2ccccc2O)CC1	2	0.8	-1.5	-1	1.0	-0.2	2	8	67*
19	Cn1cc(S(=O)(=O)CC(=O)Nc2ccc(Br)cc2)c2ccccc21	-7	-0.6	-1.4	-10	0.4	0.5	4	4	0.1
20	CCOc1ccc(NC(=O)c2ccc(CSc3nnnn3C)cc2)cc1	-2	0.6	-2.8	2	0.1	2.5	3	-13	.
21	Cc1cccc(NC(=S)N(CCCN2CCOCC2)C(C)c2cc3ccccc3o2)c1C (configuration not stated)	-6	0.3	-1.1	-3	1.6	-0.3	6	0	-1.2
22	COC(=O)CCNc1ccc2c(c1)OCCO2	-4	0.1	1.2	3	-0.1	-1.7	-2	6	-0.8
23	S=c1[nH]ncn1NCc1cccc(Br)c1	.	.	1.5	.	0.5	.	4	5	0.9
24	Cn1c(SCc2ccc(C#N)cc2Cl)nc2ccccc21	-1	-0.4	-2.2	-5	-1.4	9.7	-3	-1	1.1
25	COc1ccccc1NC(=O)Cc1nnc(SCC(=O)NC2CCCCC2C)n1C (configuration not stated)	1	-0.7	.	-1	0.6	1.4	1	-2	-0.5
26	CC(=C/c1ccccc1)/C=N/n1c(-c2ccco2)n[nH]c1=S	3	1.2	-3.5	10	0.7	5.8	1	13	1.4
27	COc1ccc(C2CC(c3cccs3)=NN2C(=O)CCl)cc1OC (configuration not stated)	4	1.2	0.3	3	-0.3	0.3	0	13	-1.1
28	Cc1ccc(C(=O)OCC(=O)Nc2cccc(S(=O)(=O)N3CCOCC3)c2)o1	7	1.5	-0.9	1	0.4	0.2	3	6	0.3
29	CC(=O)c1cccc(NC(=O)C2CCCN(S(=O)(=O)c3cccc4nonc34)C2)c1 (configuration not stated)	20	0.0	1.1	-2	-0.6	-0.4	6	7	0.4
30	CC(=O)c1cccc(NC(=O)N2CCCc3ccccc32)c1	-8	2.8	-1.8	2	2.9	0.5	-1	-5	4.5

Records 27–30 from above:
#	canonical_smiles	BoNT-F LC inh	BoNT A protease	FadD28 FP inh	Anthrax LF inh2	UGM FP inh	PfHsp40 yeast	FBA Mtb inh	GDH-TPI inh	BioA inh
27	COc1ccc(C2CC(c3cccs3)=NN2C(=O)CCl)cc1OC (configuration not stated)	4	1.2	0.3	3	-0.3	0.3	0	13	-1.1
28	Cc1ccc(C(=O)OCC(=O)Nc2cccc(S(=O)(=O)N3CCOCC3)c2)o1	7	1.5	-0.9	1	0.4	0.2	3	6	0.3
29	CC(=O)c1cccc(NC(=O)C2CCCN(S(=O)(=O)c3cccc4nonc34)C2)c1 (configuration not stated)	20	0.0	1.1	-2	-0.6	-0.4	6	7	0.4
30	CC(=O)c1cccc(NC(=O)N2CCCc3ccccc32)c1	-8	2.8	-1.8	2	2.9	0.5	-1	-5	4.5

The main list resumes; the 2 compounds before the break are reprinted first.
#	canonical_smiles	BoNT-F LC inh	BoNT A protease	FadD28 FP inh	Anthrax LF inh2	UGM FP inh	PfHsp40 yeast	FBA Mtb inh	GDH-TPI inh	BioA inh
29	CC(=O)c1cccc(NC(=O)C2CCCN(S(=O)(=O)c3cccc4nonc34)C2)c1 (configuration not stated)	20	0.0	1.1	-2	-0.6	-0.4	6	7	0.4
30	CC(=O)c1cccc(NC(=O)N2CCCc3ccccc32)c1	-8	2.8	-1.8	2	2.9	0.5	-1	-5	4.5
31	Cc1ccccc1NC(=O)CC1C(=O)Nc2ccccc2N1CC(=O)N(C)C1CCS(=O)(=O)C1 (configuration not stated)	6	2.9	-4.5	3	.	-1.5	4	1	.
32	C#CCOc1ccc(/C=C2\SC(=S)N(Cc3cccnc3)C2=O)cc1	6	5.7	-0.7	3	1.5	-1.4	-1	12	0.0
33	Cc1ccc(NC(=O)CSCc2cc(=O)n3cc(C)sc3n2)c(C)c1	2	0.0	-3.0	-3	-0.6	-0.6	-5	7	-0.8
34	Cc1cc(C(=O)COC(=O)CNC(=O)c2ccccc2)c(C)n1CC1CCCO1 (configuration not stated)	-10	0.2	0.5	-2	-1.8	0.1	-1	-3	.
35	CCC(=O)Nc1nn(C)c2nc3c(C)cccc3cc12	-7	-0.3	0.2	1	2.2	0.5	2	9	-0.2
36	COc1ccc2nc(-n3c(C)ccc3C)sc2c1	-1	-0.6	-1.2	-3	-2.0	1.7	6	9	0.0
37	CC(=O)N/C(=N/c1nc(C)cc(C)n1)Nc1ccc(F)cc1F	-15	-0.8	-2.7	-4	-1.6	0.5	3	-7	1.4
38	CC1(C)Cc2c(c(N3CCOCC3)nc3snc(N)c23)CO1	19	-0.3	-1.4	-1	-0.3	4.0	8	7	-0.4
39	CCOC(=O)CCn1cc(F)c(=O)[nH]c1=O	-6	-0.2	-0.2	-4	2.1	0.3	2	-6	.
40	O=C(C1=C[C@@H](c2csc3ccccc23)C[C@@H](OCc2ccc(CO)cc2)O1)N1CCN(Cc2ccccc2)CC1	2	0.4	-5.3	-3	-5.6	3.7	-3	0	-1.3
41	CCOc1ccc(NC(=S)NC(=O)/C=C/c2ccc(OC)cc2)c([N+](=O)[O-])c1	1	1.0	-3.8	2	0.9	-1.3	-2	12	-0.5
42	CCS(=O)(=O)c1nc(S(=O)(=O)c2ccc(Cl)cc2)c(N2CCN(C)CC2)s1	-5	-1.6	-2.1	3	-0.6	-2.1	-3	20	-1.4
43	CCOC(=O)CSc1ncc(OC)c(=O)[nH]1	5	0.3	2.5	9	-3.7	0.8	1	7	0.2
44	C#CCOc1ccc(C2C3=C(COC3=O)Nc3cc4c(cc32)OCO4)cc1OC (configuration not stated)	-3	-0.3	0.2	-4	.	-0.6	1	3	.
45	CCN(CC)CCn1c(=S)[nH]c2cc3c(cc2c1=O)OCO3	-2	?	1.7	-1	-6.0	-1.6	5	2	1.7
46	Cc1sc2ncnc(SCc3ccc(C(=O)O)cc3)c2c1C	5	-0.8	-2.1	-2	-0.1	-1.2	-1	-5	1.7
47	Cc1oc2ccccc2c1-c1cn2c(n1)SCC2	-5	?	0.5	-5	1.3	-1.3	102*	5	1.9
48	COc1cc(C(=O)NNC(=O)c2ccc3c(c2)OCCO3)cc(OC)c1OC	-1	-0.3	-4.1	6	1.5	0.6	6	-1	-1.2
49	Cc1nn(-c2ccccc2)c(C)c1NC(=O)COC(=O)c1ccccc1OC(F)F	-4	1.1	-1.9	-1	-2.1	0.0	2	10	-0.7
50	CCOC12CC(C)(C)CC(C)(CC3=C1C(=O)CC(C)(C)C3)C2 (configuration not stated)	-1	0.6	-0.6	4	0.8	0.6	3	6	.
51	Cc1ccc(-c2c(C(=O)O)c3ccccc3[nH]c2=O)cc1	-14	-1.2	.	4	-2.1	-0.7	6	12	0.9
52	CC(C)(C)c1ccc(S(=O)(=O)NNC(=O)c2cc3ccccc3[nH]2)cc1	11	-2.1	-0.6	-3	1.1	1.6	-1	9	1.7
53	O=C1NC(=O)C(CCc2ccccn2)(Cc2ccc3c(c2)OCO3)C(=O)N1CCc1ccccc1 (configuration not stated)	4	0.7	-0.2	-1	-2.1	1.0	-1	-4	-1.4
54	COCCNc1nc(NCCOc2ccccc2Cl)c2sccc2n1	-7	-0.3	-2.2	4	.	.	4	-2	0.8
55	COc1ccc(S(=O)(=O)N2CCOCC2)cc1NC(=O)CCCSc1ccccc1	-1	-0.3	0.7	-1	.	.	3	-1	-2.0
56	Cc1cc(C)cc(C(=O)NCC(=O)OCC(=O)NCc2ccco2)c1	4	-0.2	0.6	-3	-1.4	-0.4	5	8	.
57	O=S1(=O)CCOC[C@H](Cc2ccccc2)N1Cc1cccc(Cl)c1	-1	-0.4	-4.5	-6	2.9	2.8	0	-2	-0.8
58	Cc1cc(NC(=O)c2ccc3c(c2)C(=O)N(c2cccc(C)c2C)C3=O)no1	2	2.0	.	-2	-6.4	-1.6	-4	-6	0.8
59	CCOc1cc(/C=N/n2cnnc2)cc(Br)c1O	-4	-0.9	-0.1	-7	1.5	-0.6	-2	26	-2.7
60	Cc1ccc(N(C(=O)Nc2ccccc2)C2=NCC(C)S2)cc1 (configuration not stated)	-19	0.2	-2.4	-12	1.6	-0.4	4	-4	0.0
61	Cc1ccccc1NC(=O)CSc1[nH]c(=O)cc(C)c1C#N	-4	-1.2	1.0	-8	0.5	-0.3	1	9	-0.9
